Screening data as filed in PubChem BioAssay.
RBX1-CUL1 inh – human ROC1-CUL1 E3 ligase inhibition | P62877+Q13616 | in vitro K48 di-Ub FRET, acceptor:donor ratio, 45 min | inhibition, % at 10 µM | 140,000 tested, 0.6% active; in the data active = inhibition above about 25%
Target sequence (P62877 whole entry, looked up): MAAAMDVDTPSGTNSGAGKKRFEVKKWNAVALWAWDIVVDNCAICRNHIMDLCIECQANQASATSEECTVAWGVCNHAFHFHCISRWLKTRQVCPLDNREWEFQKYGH
Target sequence (Q13616 whole entry, looked up): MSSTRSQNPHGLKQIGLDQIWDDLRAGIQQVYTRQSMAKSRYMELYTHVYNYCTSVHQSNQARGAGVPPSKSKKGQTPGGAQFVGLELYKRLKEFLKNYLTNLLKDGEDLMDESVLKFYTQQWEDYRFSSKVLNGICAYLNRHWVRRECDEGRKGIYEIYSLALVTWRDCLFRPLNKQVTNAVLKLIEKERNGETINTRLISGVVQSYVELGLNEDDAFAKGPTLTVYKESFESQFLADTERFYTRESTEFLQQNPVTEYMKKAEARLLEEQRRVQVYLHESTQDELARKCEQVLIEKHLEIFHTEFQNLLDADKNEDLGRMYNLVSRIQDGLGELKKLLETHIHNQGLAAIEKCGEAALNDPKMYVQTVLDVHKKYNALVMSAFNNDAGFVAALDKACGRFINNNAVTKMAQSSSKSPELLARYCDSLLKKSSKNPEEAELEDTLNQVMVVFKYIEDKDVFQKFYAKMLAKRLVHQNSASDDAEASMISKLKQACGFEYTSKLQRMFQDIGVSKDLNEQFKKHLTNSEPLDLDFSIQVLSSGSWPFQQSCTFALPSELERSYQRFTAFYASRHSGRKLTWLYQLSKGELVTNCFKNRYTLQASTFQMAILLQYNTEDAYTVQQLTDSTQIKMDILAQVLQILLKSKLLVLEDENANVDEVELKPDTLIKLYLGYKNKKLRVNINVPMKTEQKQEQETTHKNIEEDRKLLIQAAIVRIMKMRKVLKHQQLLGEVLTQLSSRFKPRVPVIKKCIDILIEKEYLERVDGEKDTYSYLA
Starred values were filed as active, the others as inactive. Some of the compounds tested; count on the stated rates, not on these rows.

The opening five records, to show the layout:
SMILES	RBX1-CUL1 inh
CSc1nc(Oc2ccc(Cl)cc2C)cc(-n2nc(SC)c(C#N)c2N)n1	-1
CCCn1cc(S(=O)(=O)c2ccc(C)c(C)c2)c(=O)c2cc(F)c(N3CCCCC3)cc21	-6
COc1ccc(C(=O)Nc2cc(C(C)C)c(O)c(S(=O)(=O)c3ccc(Cl)cc3)c2C)cc1	6
COC(=O)c1cc(-c2ccc(C)o2)nc2ccccc12	-5
O=C(/C=C/c1ccccc1)c1ccc2c(c1)Cc1ccccc1-2	-2

All compounds of this part (from the top)
SMILES	RBX1-CUL1 inh
CSc1nc(Oc2ccc(Cl)cc2C)cc(-n2nc(SC)c(C#N)c2N)n1	-1
CCCn1cc(S(=O)(=O)c2ccc(C)c(C)c2)c(=O)c2cc(F)c(N3CCCCC3)cc21	-6
COc1ccc(C(=O)Nc2cc(C(C)C)c(O)c(S(=O)(=O)c3ccc(Cl)cc3)c2C)cc1	6
COC(=O)c1cc(-c2ccc(C)o2)nc2ccccc12	-5
O=C(/C=C/c1ccccc1)c1ccc2c(c1)Cc1ccccc1-2	-2
COc1cccc(C(=O)NCCc2csc(-c3cccc(F)c3)n2)c1OC	-9
Cc1ccc(CCC(=O)Nc2c(C)n(C)n(-c3ccccc3)c2=O)cc1	11
Cc1cc(C2C=CNC=N2)c(C)s1 (configuration not stated)	0
OCCC1CN(Cc2nccs2)CCN1CC1CCCCC1 (configuration not stated)	-3
COc1ccc(CNC(=O)c2cc3c(=O)n(Cc4cccnc4)ccc3nc2C)cc1	-3
Cc1ccc(Cl)c(Cn2ncc(N3CCC(CN)C3)cc2=O)c1F (configuration not stated)	15
Cc1ccc(C(C)C)c(Oc2ccc(C#N)c(C#N)c2)c1	-1
CCC1CCc2c(sc(NC(=O)c3cc(-c4ccco4)nc4ccccc34)c2C(N)=O)C1 (configuration not stated)	43*
CCOC(=O)C(Cc1ccc(N=Cc2ccc([N+](=O)[O-])cc2)cc1)N1C(=O)c2ccccc2C1=O (configuration not stated)	9
CC(=O)N=C1C=C(Br)C=C(Br)C(=O)C1O (configuration not stated)	4
CC1CCc2cc(F)ccc2N1C(=O)/C=C/c1ccc2c(c1)OCO2 (configuration not stated)	0
O=c1c2sc3ccccc3c2n(Cc2ccc(Cl)cc2)c(=O)n1Cc1ccco1	2
c1cncc(Cc2cc3ccccc3[nH]2)c1	4
CCOc1c(Br)cc(/C=C2\SC(=O)N(c3cccc(Cl)c3)C2=O)cc1OC	7
S=c1sc2ccccc2s1	-2
CCNC1CCCc2c1[nH]c1ccc(C)cc21 (configuration not stated)	1
CCOC(=O)c1cc(S(=O)(=O)Nc2ccc(OC)c(Cl)c2)[nH]n1	11
O=C(O)C(CCc1nn[nH]n1)(CCc1nn[nH]n1)C(=O)O	-7
Cc1cccc(N2CCN(C(=O)CCn3c(=O)c4cccn4c4cccnc43)CC2)c1C	-3
C=CCNC(=O)c1ccccc1NC(=O)C1CC(=O)N(c2ccc(OC(C)C)cc2)C1 (configuration not stated)	-8
CCOC(=O)N1CCN(Cc2nc(N3CCSCC3)c3cc(C)ccc3n2)CC1	6
CCOc1ccc(NC(=O)c2sc3nc4c(c(-c5ccccc5)c3c2N)C(=O)CC(C)(C)C4)cc1	0
NC1=NC(=Nc2ccccc2)CC(=O)N1	3
COc1ccc(CCc2nnc(CCC(=O)N3CCN(CC4CC4)CC3)o2)cc1	2
COc1ccc(OC)c(S(=O)(=O)N2Cc3ccccc3CC2C(=O)Nc2ccc(C(C)=O)cc2)c1 (configuration not stated)	2

Arranged by value in RBX1-CUL1 inh (smallest number first): some entries from above.
SMILES,RBX1-CUL1 inh
COc1ccc(CNC(=O)c2cc3c(=O)n(Cc4cccnc4)ccc3nc2C)cc1,-3
Cc1ccc(C(C)C)c(Oc2ccc(C#N)c(C#N)c2)c1,-1
CCNC1CCCc2c1[nH]c1ccc(C)cc21 (configuration not stated),1
NC1=NC(=Nc2ccccc2)CC(=O)N1,3
CC(=O)N=C1C=C(Br)C=C(Br)C(=O)C1O (configuration not stated),4
Cc1ccc(CCC(=O)Nc2c(C)n(C)n(-c3ccccc3)c2=O)cc1,11
CCC1CCc2c(sc(NC(=O)c3cc(-c4ccco4)nc4ccccc34)c2C(N)=O)C1 (configuration not stated),43*

(next part)
SMILES	RBX1-CUL1 inh
O=C(NCCN1CCOCC1)N1CCNC1=O	-3
COc1cc(C2C(C(=O)c3cc4ccccc4o3)C(=O)C(=O)N2Cc2ccco2)ccc1O (configuration not stated)	15
COc1ccc(NC(=O)c2cccc(NC(=O)CC(C)C)c2)cc1	13
CCOC(=O)CCCSc1nnc(CCCN2C(=O)c3cccc4cccc(c34)C2=O)n1-c1ccccc1	-1
Cc1ccc(NC(=O)C(=O)NCC(c2cccnc2)N2CCN(Cc3ccccc3)CC2)cc1F (configuration not stated)	0
COc1cc(OC)c(OC)cc1CN1CCc2nc(N3CCN(c4ncccn4)CC3)ncc2C1	-5
CCNC(=S)N/N=C/c1ccc(OCC(=O)Nc2ccc(C)cc2)cc1	9
O=C1CNC(=O)N1Cc1ccc(F)cc1	6
CCOC(=O)N1CCN(C(=O)CC2C(=O)NCCN2C(C)C)CC1 (configuration not stated)	6
CC(NC1CCN(c2ccc(CC(=O)N3CCC(O)CC3)cc2)CC1)c1cccc2ccccc12 (configuration not stated)	5
Clc1ccc(NCn2nnc3ccccc32)cc1Cl	8
CC(C)(C)OC(=O)N1CCC(c2c(C(=O)Nc3ccc4c(c3)OCCO4)cnn2-c2ccc(F)cc2)CC1	8
COCCNC(=O)c1ccc2c(c1)N(Cc1cc(C)ccc1C)C(=O)c1ccccc1S2(=O)=O	-7
CC1=NN(CCOc2ccc3ccccc3c2Br)C(=O)C1	8
Cc1ccc2c(c1)c1c(c(=O)n(Cc3ccccc3)c(=O)n1CC(=O)Nc1ccccc1C)n2C	-6
CN(C(=O)c1cc2n(n1)C(C(F)(F)F)CC(c1ccco1)N2)c1ccc(OC(F)(F)F)cc1 (configuration not stated)	2
CN(C)CCOc1ccccc1C1NCCc2c1[nH]c1ccccc21 (configuration not stated)	14
COc1ccc(NC(=O)C2C3C=CC(C4CC34)C2C(=O)O)cc1OC (configuration not stated)	-2
CCOc1ccc(C(=O)C2C(=O)C(=O)N(CCN(CC)CC)C2c2ccc(F)cc2)cc1 (configuration not stated)	4
COc1cccc(NC(=O)/C(C#N)=C\c2cn(Cc3ccc(Cl)cc3)c3ccccc23)c1	3
FC(F)(F)c1nnc2n1N=C(c1ccc(Cl)cc1)CS2	2
COc1ccc(CCNC(=O)Cn2ccc3cc(S(=O)(=O)N4CCCCC4)ccc32)cc1OC	-10
COc1ccc(-c2noc(CCC(=O)Nc3ccc(C(F)(F)F)cc3)n2)cc1	-2
COc1ccc(-c2oc3ncn4nc(COc5ccc(Cl)cc5)nc4c3c2-c2ccc(OC)cc2)cc1	6
COc1ccc(Nc2oc(COc3ccc(C)cc3)nc2C#N)cc1	-2
CCOc1ccc(NC(=O)CN(c2ccc(CC)cc2)S(=O)(=O)c2c(C)noc2C)cc1	-5
Cc1ccc(S[C@@H]2O[C@H](CO)[C@H](O)[C@H](O)[C@H]2O)cc1	-11
COc1ccccc1N1CCN(c2ccc(=O)n(CC(=O)Nc3ccc(F)c(F)c3)n2)CC1	6
c1ccc(CN2CCC(=C3c4ccccc4CSc4sccc43)CC2)cc1	2
Cc1ccc(Cl)cc1N1CCN(C(=O)Cn2c(-c3cccs3)cc3cc(F)ccc32)CC1	-9

Looked up by structure from the list above (2):
SMILES	RBX1-CUL1 inh
COC(=O)c1cc(-c2ccc(C)o2)nc2ccccc12	-5
COc1ccc(-c2noc(CCC(=O)Nc3ccc(C(F)(F)F)cc3)n2)cc1	-2

Continuation.
SMILES	RBX1-CUL1 inh
O=C(NCCc1ccccc1)c1ccc(Nc2nc3ccccc3n3nnnc23)cc1	-6
O=C(O)CC/C(=N\NC(=O)c1ccccc1Br)c1ccccc1	0
COc1ccc(CCN2C(=O)c3[nH]nc(-c4ccccc4O)c3C2c2ccc(O)c(OC)c2)cc1 (configuration not stated)	2
CN(Cc1cc(C2CC2)n[nH]1)c1ccc(-c2nc(C3CC3)no2)cn1	-6
CCC(c1ccccc1)c1n[nH]c2c1CN(C(=O)c1ccc(OC)o1)CC2 (configuration not stated)	-3
CCOC(=O)c1noc2nc(C)n(Cc3cccc(C#N)c3)c(=O)c12	-8
Cc1ccc(C(=O)C(NC(=O)c2ccco2)Nc2cc(C)ccc2C)cc1 (configuration not stated)	-2
N#Cc1c(-c2cn(-c3ccccc3)nc2-c2ccccc2)cc(-c2ccccc2)nc1OCC(=O)c1ccc(-c2ccccc2)cc1	-10
C(CN1CCN(c2ncccn2)CC1)=C1c2ccccc2CCc2ccccc21	3
Cc1ccc(CN2C(=O)c3oc4ccc(Br)cc4c(=O)c3C2c2cccc(O)c2)cc1 (configuration not stated)	-11
N#Cc1ccc(NC(=O)c2nn3c(C(F)(F)F)cc(-c4cccs4)nc3c2Br)cc1	-1
COC(=O)COc1cc2c(cc1OCC(=O)OC)C1(CC2(C)C)CC(C)(C)c2cc(OCC(=O)OC)c(OCC(=O)OC)cc21	-6
CCn1c(COc2ccccc2)nnc1SCC(=O)Nc1ccc2ccccc2c1	5
O=S(=O)(Nc1ccc(Cl)cc1)c1ccc(Cl)c(Cl)c1	5
N#CC1CCCCc2c1[nH]c1ccc(Cl)cc21 (configuration not stated)	-6
Cc1cc(S(=O)(=O)NC2CCCC2)c(C)cc1Cl	10
Cc1ccc(-n2c(-c3ccc([N+](=O)[O-])cc3)n[nH]c2=S)cc1	-4
COC(=O)c1nn(-c2ccccc2)c(=O)c2c(NC(C)=O)sc(C)c12	3
COc1ccccc1-c1nnc2sc(-c3ccc(F)cc3)nn12	2
O=C1C=C(Cl)C(=O)C1Nc1ccccc1 (configuration not stated)	-5
CCC1CCCCN1Cc1c(O)ccc2c(=O)c(-c3ccccc3)c(C(F)(F)F)oc12 (configuration not stated)	5
CCCCc1nc2cc(C(=O)N3C[C@@H]4CCC[C@H]3C4)ccc2o1	3
Cc1ccc(-n2ncc(C(=O)NCCN3CCCC3)c2C2CCN(C(=O)OC(C)(C)C)CC2)cc1	4
COc1ccc(CNC(N)=O)cc1	1
CSCC(=O)N1CCCC1C(=O)Nc1ccc(-c2nc3ccccc3o2)cc1 (configuration not stated)	-1
COc1ccc(C(=O)Cc2ccc(OC)cc2C)cc1	4
Cn1c(SCC(=O)Nc2ccc(F)cc2)nnc1C(F)(F)F	4
Cc1nc(Nc2ccccc2)nc(Nc2ccccc2)c1[N+](=O)[O-]	-5
COc1c(C)cccc1C(=O)Nc1ccc(F)cc1	13
CCn1cc(C(=O)NCc2ccc(C)cc2)c(=O)c2cc(S(=O)(=O)N3CCCCCC3)ccc21	-11
CN(Cc1cnc(N)nc1)CC1CCCN(CCc2ccc(Cl)cc2)C1 (configuration not stated)	-3
O=C(NCc1ccco1)c1ccc2c(c1)N(Cc1cccc(Cl)c1)C(=O)c1ccccc1S2(=O)=O	-1
COc1ccc(NC(=O)c2nc(-c3ccc(C)cc3)n3c2CCCCC3)c(OC)c1	8
CCOC(=O)Cc1ccc(NC(=O)Nc2cccc(OCc3cc(=O)n4cc(C)ccc4n3)c2)cc1	3
CN(C)c1ccc(C2CC(=O)Nc3c2ccc2ccccc32)cc1 (configuration not stated)	2
CCCc1cc(=O)[nH]c(SCC(=O)N2CCN(c3ccccc3OC)CC2)n1	-13
CCOC(=O)c1c(C)c(C(=O)NCc2ccc(Cl)cc2)c(C)n1C	-3
COc1ccc(/C=N/NS(C)(=O)=O)c(C(=O)O)c1OC	-3
CCCN1CCN(CCNC(=O)Nc2ccccc2C)CC1	6
CCc1cc2cc(C(=O)Nc3ccccc3F)sc2s1	-7
O=C1NC(=S)N(c2cccc(Cl)c2Cl)C(=O)/C1=C/c1ccc(N2CCOCC2)cc1	29*
CCCN1CCN(CCCNC(=O)c2ccc3c(c2)sc2nc(-c4ccc(C)cc4)cn23)CC1	-58
Cc1cn2c3c(=O)n(CCCO)c(=O)n(C)c3nc2n1-c1ccc(F)cc1	4
O=C(Cn1nnnc1CN1CCOCC1)N1CCCCC1CCn1cccn1 (configuration not stated)	2
O=C(/C=C1\CCc2ccccc21)c1ccccc1O	-5
O=C1C2CCCCN2C(=S)N1c1ccc(Cl)cc1 (configuration not stated)	7
CN(C)CCNC(=O)c1ccc(-c2nn(C)c(=O)c3ccccc23)cc1	5
CCSC(SCC)c1ccc2cccc-2cc1	-5
O=C1CC(=C(c2ccccc2)c2ccccc2)C(=O)N1CCCN1CCN(c2cccc(Cl)c2)CC1	1
CCCC(=O)Nc1cccc(-c2cn3ccsc3n2)c1	7
COc1ccccc1CNC(=O)C(NS(=O)(=O)c1cccs1)C(C)C (configuration not stated)	-2
CCOCCCNC(=O)C1CCN(c2cc(C)nc3c(-c4ccc(Cl)cc4)c(C)nn23)CC1	-2
CCCc1ccc(C(C)NC(=O)C2CCCO2)cc1 (configuration not stated)	-6
O=C(CSc1c(-c2ccccc2)c2cc(Cl)ccc2[nH]c1=O)N1CCN(C(=O)c2ccco2)CC1	6
NC1=NC(=O)N=CC1c1ccc(-c2ccccc2)s1 (configuration not stated)	1
O=C(NCc1ccccc1)c1ccc(Cl)cc1[N+](=O)[O-]	-4
CSc1nc2sc3c(c2c2n[nH]c(=S)n12)CCC(C(C)(C)C)C3 (configuration not stated)	8
Cc1ccc(N2C(=O)NC(NC(=O)c3ccc(C(C)(C)C)cc3)(C(F)(F)F)C2=O)cc1C (configuration not stated)	1
Cc1nc(-c2ccc(S(=O)(=O)N(C)Cc3ccccc3)cc2)co1	5
COC(=O)c1c(NC(=O)C2CCC2)sc2c1CCC(c1ccccc1)C2 (configuration not stated)	-6
Cc1ccc(CCNc2ncnc3onc(-c4ccc(F)cc4)c23)cc1	-1
